TrxR1 substrate: is turned over as a substrate by rat TrxR1. 0.01% of 390,000 active. Potency, µM (highest dose often 114 µM), for inactives: top-dose activity change, negative = substrate turnover. purified TrxR1 substrate turnover, NADPH consumption readout. AID 588456. O89049; further: potency means the concentration at half of the fitted maximal effect; on the % scale 0 is the no-effect control and ±100 the full control effect; nearly all actives have a fitted effect of over 50% in size
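Rat TrxR1, dispensed at 90 nM, was prereduced with 400 uM NADPH (final) for 5 min at ~22 deg C, then incubated with compound 15 min before 400 uM selenite. A first-read NADPH fluorescence drop versus no-compound background flagged substrates.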
IDH1 R132H inh: human IDH1 R132H inhibition; O75874; IDH1-R132H enzyme, NADPH consumption, diaphorase/resazurin fluorescence; Potency, µM (titrated, usually from 76.6 µM), inactives show at the top dose activity change, negative = inhibition, hits mostly inhibitors; 0.093% of 390,000 active; AID 602179; further: potency means the concentration at half of the fitted maximal effect; on the % scale 0 is the no-effect control and ±100 the full control effect; nearly all actives have a fitted effect of over 65% in size
Target sequence (O75874 whole entry R132H, stated change not applied): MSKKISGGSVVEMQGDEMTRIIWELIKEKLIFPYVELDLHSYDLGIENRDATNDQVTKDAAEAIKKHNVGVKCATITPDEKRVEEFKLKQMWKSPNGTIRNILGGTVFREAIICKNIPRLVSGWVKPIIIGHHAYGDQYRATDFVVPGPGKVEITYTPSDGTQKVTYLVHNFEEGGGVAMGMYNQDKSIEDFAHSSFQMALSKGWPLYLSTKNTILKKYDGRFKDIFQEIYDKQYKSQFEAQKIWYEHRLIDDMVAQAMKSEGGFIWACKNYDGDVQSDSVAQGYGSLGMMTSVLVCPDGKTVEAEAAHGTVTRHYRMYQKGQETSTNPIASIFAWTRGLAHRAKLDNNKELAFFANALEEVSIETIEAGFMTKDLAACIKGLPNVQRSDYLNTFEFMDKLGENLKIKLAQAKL
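IDH1-R132H (0.5 ug/mL dispensed) in pH 7.5 Tris buffer was preincubated 30 min with compound, then given a substrate mix of 0.016 mM NADPH and 2 mM alpha-KG for 80 min at room temperature; remaining NADPH was read by diaphorase/resazurin fluorescence.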
TRHR ag: activates the human TRH receptor. TRHR cells, calcium flux fluo-8, FDSS agonist mode. activation, % at 2 µM. 0.18% of 360,000 active; in the data active means activation above about 30%; further: 0% is about no effect
Target sequence (P34981 whole entry, looked up): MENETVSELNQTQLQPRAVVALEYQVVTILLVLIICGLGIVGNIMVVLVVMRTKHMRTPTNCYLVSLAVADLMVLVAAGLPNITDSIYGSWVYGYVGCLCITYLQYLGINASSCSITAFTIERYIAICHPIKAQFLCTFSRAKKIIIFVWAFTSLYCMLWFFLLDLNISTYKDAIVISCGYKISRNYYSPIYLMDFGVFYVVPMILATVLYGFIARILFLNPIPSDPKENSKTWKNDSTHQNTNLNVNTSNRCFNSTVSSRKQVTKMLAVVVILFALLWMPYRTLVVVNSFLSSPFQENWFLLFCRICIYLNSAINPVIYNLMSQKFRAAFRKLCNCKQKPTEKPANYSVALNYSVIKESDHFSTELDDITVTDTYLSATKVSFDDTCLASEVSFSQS
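Steps: seed TRHR cells overnight; add fluo-8 no-wash Ca dye, RT 30 min–1.5 h; record 10 s baseline; pin-transfer compounds; monitor fluorescence 1 cycle/s for the agonist window. Calcium increases flag candidate agonists.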
rTrxR1 inhibitor: rat TrxR1 inhibition; recombinant rTrxR1, NADPH fluorescence consumption, selenite substrate; Potency, µM (doses to about 114 µM), for inactives: top-dose activity change, negative = inhibition, usual class: inhibitors; 1% of 390,000 active; AID 588453; further: potency means the concentration at half of the fitted maximal effect; on the % scale 0 is the no-effect control and ±100 the full control effect; nearly all actives have a fitted effect of over 65% in size
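Rat TrxR1 (90 nM in the dispensed reagent) was pre-reduced with 400 uM NADPH for 5 min at room temperature, then incubated with compound for 15 min. After 400 uM selenite was added, NADPH fluorescence (Ex 340/Em 450 nm) was followed for 8 min.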
PI4K2A inh: blocks human PI4K2A kinase activity. Q9BTU6. purified PI4K2A, ADP-Glo luminescence, 1 h; stronger effect = lower value. activity change, negative = inhibition, % at 76.9 µM. 0.13% of 420,000 active. AID 1346378; in the data active means activity change below about -50%; inconclusive means mostly about -30% to -49%;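 further: -100% = wells without enzyme as full effect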
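Compounds are screened against recombinant PI4K2A using PI as substrate and ATP, the latter dispensed at 300 microM. Reactions run one hour at ambient temperature before ADP-Glo detection; full inhibition defined by wells lacking enzyme.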
D2 agonist: D2 dopamine receptor (human) agonism | AID 485358 | 0.53% of 340,000 active | HEK293 T-REx D2 cells, calcium flux agonist mode | activation, % at 2 µM | P14416;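 active means activation over 3 SD above normal in the single-dose calcium agonist read, cut at about 30% in these data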; further: 0% is about no effect
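Agonism is scored from calcium flux in a force-coupled, inducible HEK293 cell line expressing D2, read kinetically for 180 s after compound addition against dopamine controls.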
TRHR enhancer: allosteric enhancers of human TRH receptor | P34981 | TRHR cells, fluo-8 calcium fluorescence, EC20 TRH enhancement | enhancement, % at 2 µM | 0.66% of 360,000 active | AID 493056; in the data active means enhancement above about 30%; further: 0% is about no effect
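Enhancer read-out: after compound pinning and an initial kinetic agonist-mode read, an EC20 of TRH (10 nM final) was injected and fluo-8 calcium signal (Ex 480/Em 530) followed at 1 s/cycle for 100 cycles in TRHR-expressing cells.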
D2 antag: antagonizes the human D2 dopamine receptor | HEK293 TREx D2 cells, calcium flux, dopamine EC80 | P14416 | inhibition, % at 10 µM | AID 485344 | 2% of 340,000 active; in the data active means inhibition above about 30%; further: 0% is about no effect
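In this primary screen, negative modulation is detected by tracking calcium flux after an EC80 dopamine challenge in inducible HEK293 T-REx D2 cells preexposed to test compound for 180 s.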
USP1 inh: blocks the human USP1/UAF1 deubiquitinase complex | O94782 | recombinant USP1/UAF1, Ub-Rhodamine cleavage fluorescence | Potency, µM (highest dose often 57.1 µM), for inactives: top-dose activity change, negative = inhibition, hits mostly inhibitors | 0.23% of 390,000 active | AID 743255; further: potency means the concentration at half of the fitted maximal effect; on the % scale 0 is the no-effect control and ±100 the full control effect; nearly all actives have a fitted effect of over 60% in size; inactives centre near -12
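1 nM enzyme complex + cpd, 15 min RT; start with Ub-Rho 150nM final; kinetic fluorescence ex 480/em 540, 6 reads q60 s. Buffer 50mM HEPES pH 7.8, 0.5mM EDTA, 0.1 mg/ml BSA, 1mM TCEP, 0.01% Tween-20.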
Numbers without * were called inactive; ? = inconclusive; nt = not tested or not shown; [ ] = remark or other dose. Unless noted, the call rests on the fitted dose curve; in most records, active means well fitted inhibition curve with a large enough effect; inconclusive means small, poorly fitted or top-dose-only effect; inactive means no such curve, though single readings can be large or run the other way.

SMILES	TrxR1 substrate	IDH1 R132H inh	TRHR ag	rTrxR1 inhibitor	PI4K2A inh	D2 agonist	TRHR enhancer	D2 antag	USP1 inh
CCOC(=O)[C@@H]1[C@H]2COc3ccccc3[C@@H]2N2C(=O)N(c3ccc(C(F)(F)F)cc3)C(=O)[C@@]12C	7%	-11%	nt	34%	1	nt	nt	nt	-16%
N#Cc1ccc(/C=C/C(=O)c2cccnc2)cc1	-9%	-1%	1.0	22µM*	-13	2.7	-6	17	-14%
O=c1c2ccccc2nc(N2CCN(c3ccccc3)CC2)n1Cc1ccccc1	3%	-6%	0.4	18%	-3	-0.3	1	-6	-84%
Cc1noc(NS(=O)(=O)c2ccc(NC(=O)c3ccc(Br)o3)cc2)c1C	12%[57.1 µM]	-7%	-0.1	?	-8	-0.7	17	-9	-6%
Cc1ccc(C(=O)N2CCN(c3nc4ccccc4n3C)CC2)cc1	-6%	-3%	-0.8	-4%	4	-1.4	-6	-61	-7%
Cc1cc(NC(=O)CSc2cn(C)c3ccccc23)no1	-1%[57.1 µM]	-1%	-0.2	13%	0	-0.6	6	-8	-9%
COc1ccccc1/C=C/C(=O)OCC(=O)N1CCN(S(=O)(=O)c2ccc(C)cc2C)CC1	11%	8%	0.3	8%	5	0.6	4	2	-13%
O=C1CN(C(=O)c2ccccc2F)C(c2ccc(F)cc2)c2cc(Br)ccc2N1 (stereo not given)	-10%	1%	-0.2	-4%	2	0.3	-3	-5	-19%
CN1CCN(C(=S)Nc2cccc(S(=O)(=O)N(C)C)c2)CC1	7%[57.1 µM]	7%	-0.1	-8%[57.1 µM]	-20	0.2	15	16	4%
CN(C)CCN(C(=O)C1CCN(S(=O)(=O)c2cccs2)CC1)c1nc2ccccc2s1	-6%[57.1 µM]	-4%	0.6	-3%[57.1 µM]	-5	0.2	3	-13	-2%
COC(=O)N/N=C/c1cccs1	1%	4%	0.6	21%	9	0.2	0	-25	-21%
O=C(Nc1c(C(=O)NCc2ccco2)cnn1-c1ccccc1)c1cccc(F)c1	1%	16%	0.3	2%	-1	1.4	2	-10	-9%
Cc1cccc(OCCCn2c(CCNC(=O)C(C)C)nc3ccccc32)c1	0%	6%	-0.7	8%	-5	1.0	-1	6	-5%
COc1ccc(C2=NN(C(=O)CCC(=O)O)C(c3ccccc3F)C2)cc1 (stereo not given)	-1%[57.1 µM]	10%	0.4	15%[57.1 µM]	-1	nt	-1	nt	-9%
O=C(N/N=C/c1ccco1)C1CC(=O)N(c2ccccc2)C1 (stereo not given)	-9%	-4%	0.1	-8%	3	0.2	2	21	-13%
Cc1ccc(Oc2nccc(-c3ccc(Cl)cc3)n2)cc1	2%	-1%	0.5	2%	-4	-0.5	2	-2	-9%
CCOC(=O)C1=C(CSc2nc3c(cc2C#N)CCC3)OC(N)=C(C#N)C1c1ccccc1 (stereo not given)	11%	0%	2.6	?	3	1.8	3	21	?
Cc1ccc(C(C(=O)NCC2CCCO2)N(C(=O)c2snc(C(N)=O)c2N)c2ccc(F)cc2)o1 (stereo not given)	10%	0%	0.4	10%	3	0.1	-5	-11	-18%
O=C(N/N=C/c1ccccc1)c1c(O)c2ccccc2[nH]c1=O	9%[57.1 µM]	3%	0.0	5%[57.1 µM]	8	0.2	5	0	-23%
O=C(CN1CCN(Cc2ccc(F)cc2)CC1)NCc1ccccc1	-10%	11%	-0.1	-10%	2	0.2	-2	-6	0%
CC(C)NC(=O)NC(=O)COC(=O)CCOc1ccccc1	7%	0%	0.4	19%	-1	0.3	2	-5	-16%
COc1ccc(C2CC(c3ccc(OC)cc3OC(C)=O)=NN2C(=O)c2ccccc2)cc1 (stereo not given)	6%[57.1 µM]	17%	2.2	12%[57.1 µM]	3	0.9	-9	-10	-16%
CC(C)(C)OC(=O)NC(Cc1ccccc1)C(=O)NCCCC(=O)O (stereo not given)	-4%	0%	0.2	11%	6	1.2	-4	-6	-16%
Cc1ccc(C)c(C(=O)CN2C(=O)NC3(CCc4ccccc43)C2=O)c1 (stereo not given)	-3%	8%	-1.2	12%	6	0.0	-7	5	-11%
CC(C)CCCC(C)CCOC(=O)CN1CCCC1 (stereo not given)	-4%	5%	0.7	26%[57.1 µM]	1	0.6	-4	9	7%
O=C(NNC1=Nc2cccc3cccc1c23)c1ccccc1Br	-8%	7%	0.3	-2%	1	-1.6	6	2	-21%
Cc1nnc(N2CCCC(C(=O)NCc3cccc(F)c3)C2)c2nn(-c3ccccc3)c(C)c12 (stereo not given)	20%[57.1 µM]	0%	0.2	9%[57.1 µM]	6	-0.9	-8	14	-9%
CCCCc1nn2c(=O)cc(COC(=O)c3ccc(NC(=O)c4ccccc4Cl)cc3)nc2s1	-5%[57.1 µM]	-10%	0.0	9%[57.1 µM]	-1	1.5	0	nt	1%
C=CCn1c(=NC(=O)c2cccs2)sc2cc(NC(C)=O)ccc21	23%	14%	0.8	25%	2	nt	-1	nt	-15%
COc1ccc(/C(O)=C2/C(=O)C(=O)N(Cc3cccnc3)C2c2ccco2)cc1OC (stereo not given)	-15%	0%	0.1	-36%	6	-0.3	-3	-3	-24%
CN(C)S(=O)(=O)c1ccc(C(=O)Nc2ccccc2F)cc1	5%	5%	0.3	11%	-2	-0.7	7	-2	-5%
O=C(NCCNc1ccc([N+](=O)[O-])cc1)c1cccs1	-2%[57.1 µM]	-5%	0.1	-4%[57.1 µM]	-3	0.7	-11	1	-3%
O=C1CCCC2=C1C(c1ccc(Br)cc1)c1c([nH]c(=S)[nH]c1=O)N2 (stereo not given)	-7%	2%	-1.9	?	-8	-1.2	-2	-11	-19%
NS(=O)(=O)c1ccc(CCNc2ncnc3c2cnn3-c2cccc(Cl)c2)cc1	-3%[57.1 µM]	-10%	-0.1	16%[57.1 µM]	0	-0.2	2	nt	-21%
Cc1ccc(SC(C)C(=O)N2CCN(c3ccccc3)CC2)cc1 (stereo not given)	2%	2%	-0.8	-1%	2	-0.3	0	16	-24%
O=C(NC(=S)Nc1ccccc1N1CCCC1)c1cccc(F)c1	-3%	9%	2.4	-5%	0	2.5	-5	-17	?
CC(NC(=O)Nc1ccc(O)cc1)(C(F)(F)F)C(F)(F)F	-8%	2%	0.6	-19%	-51*	1.3	3	-2	?
Cc1ccc(Cn2cc(S(=O)(=O)c3ccccc3)c(=O)c3cc(F)c(N4CCOCC4)cc32)cc1	17%	1%	0.0	18%	0	-0.5	8	nt	-16%
CC1=C(C(=O)Nc2cc(Cl)ccc2C)C(c2cccs2)n2ncnc2N1 (stereo not given)	-4%[57.1 µM]	5%	0.1	1%[57.1 µM]	-3	-0.1	-1	nt	?
COc1cc(C(C)=O)ccc1OCC(=O)Nc1ccc2nc(C)sc2c1	-1%	-6%	0.0	21%	-2	0.6	9	-31	-18%
COc1cccc(CN2C(=O)c3ccccc3Sc3ccc(C(=O)NCCc4ccc(C)cc4)cc32)c1	9%	-5%	2.6	27%	5	1.2	2	nt	?
CCO[C@@H]1OC(C(=O)NCc2ccccc2)=C[C@H](c2ccc(Br)cc2)[C@H]1CCCO	-1%	-6%	0.5	17%	-1	-0.5	-6	7	-24%
CCCn1c(=O)c(C(=O)Nc2ncccc2C)c(O)c2ccccc21	1%	-4%	5.4	10%	1	1.1	-5	10	-22%
CC(NC(=O)Nc1ccc2c(c1)OCO2)c1ccncc1 (stereo not given)	6%[57.1 µM]	16%	0.5	1%[57.1 µM]	2	-0.1	0	0	1%
Cc1ccc(NC(=O)c2cccc(F)c2)cc1S(=O)(=O)N1CCCCCC1	7%[57.1 µM]	1%	0.7	18%[57.1 µM]	3	0.9	-4	12	?
CC(=O)c1ccc(NC(=O)C2CCC(C)(C(=O)O)C2(C)C)cc1 (stereo not given)	4%[57.1 µM]	0%	0.8	3%[57.1 µM]	7	nt	1	-9	-18%
CCC1(c2ccccc2)NC(=O)N(CC(=O)Nc2ccc3c(c2)OCO3)C1=O (stereo not given)	1%	9%	0.8	14%	-1	0.7	2	5	-6%
COc1ccc(/C=N/Nc2nc3ccccc3[nH]2)cc1OC	-15%	5%	0.1	-17%	-6	0.9	5	-9	-5%

Grouped by structure: those above with a COOH group.
SMILES	TrxR1 substrate	IDH1 R132H inh	TRHR ag	rTrxR1 inhibitor	PI4K2A inh	D2 agonist	TRHR enhancer	D2 antag	USP1 inh
COc1ccc(C2=NN(C(=O)CCC(=O)O)C(c3ccccc3F)C2)cc1 (stereo not given)	-1%[57.1 µM]	10%	0.4	15%[57.1 µM]	-1	nt	-1	nt	-9%
CC(C)(C)OC(=O)NC(Cc1ccccc1)C(=O)NCCCC(=O)O (stereo not given)	-4%	0%	0.2	11%	6	1.2	-4	-6	-16%
CC(=O)c1ccc(NC(=O)C2CCC(C)(C(=O)O)C2(C)C)cc1 (stereo not given)	4%[57.1 µM]	0%	0.8	3%[57.1 µM]	7	nt	1	-9	-18%

(list continues)
SMILES	TrxR1 substrate	IDH1 R132H inh	TRHR ag	rTrxR1 inhibitor	PI4K2A inh	D2 agonist	TRHR enhancer	D2 antag	USP1 inh
Cc1cc(C)cc(OCC(=O)Nc2cccc3cccnc23)c1	5%	-3%	0.2	4%	0	-0.2	2	nt	?
Cc1ccc(NC(=O)C2CCCN(c3ncnc4onc(C)c34)C2)c(Cl)c1 (stereo not given)	-3%	6%	0.1	13%	0	0.1	-8	nt	-25%
Cc1ccc(NC(=O)[C@H](C)NC(=O)C2CCN(C(=O)[C@@H](N)CC(C)C)CC2)cc1	5%	7%	0.6	7%	-4	0.0	-7	-11	-16%
Oc1ccc2ccccc2c1/C=N/Nc1nnc(-c2ncc[nH]2)c2ccccc12	-8%	0%	46*	-11%	4	15	13	16	9%
CC1(C)CC(=O)c2cc(C(=O)NC3CCSC3=O)c(=O)n(-c3ccc(Cl)cc3)c2C1 (stereo not given)	-9%	1%	0.2	-11%	2	-0.3	-3	-6	2%

Shown as a hit in rTrxR1 inhibitor, among the entries above:
SMILES | TrxR1 substrate | IDH1 R132H inh | rTrxR1 inhibitor | PI4K2A inh | TRHR enhancer | D2 antag | USP1 inh
N#Cc1ccc(/C=C/C(=O)c2cccnc2)cc1 | -9% | -1% | 22µM* | -13 | -6 | 17 | -14%

Compound activity as filed in PubChem.
